ROC1-CUL1 inh: blocks human RBX1-Cullin-1 di-ubiquitin formation; P62877+Q13616; in vitro K48 di-Ub FRET, acceptor:donor ratio, 45 min; inhibition, % at 10 µM; hit rate 0.6% among 140,000; AID 1347404; in the data active = inhibition above about 25%
Target sequence (P62877 whole entry, looked up): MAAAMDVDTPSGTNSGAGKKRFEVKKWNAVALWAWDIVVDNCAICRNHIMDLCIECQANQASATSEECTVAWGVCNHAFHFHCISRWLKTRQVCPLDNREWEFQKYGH
Target sequence (Q13616 whole entry, looked up): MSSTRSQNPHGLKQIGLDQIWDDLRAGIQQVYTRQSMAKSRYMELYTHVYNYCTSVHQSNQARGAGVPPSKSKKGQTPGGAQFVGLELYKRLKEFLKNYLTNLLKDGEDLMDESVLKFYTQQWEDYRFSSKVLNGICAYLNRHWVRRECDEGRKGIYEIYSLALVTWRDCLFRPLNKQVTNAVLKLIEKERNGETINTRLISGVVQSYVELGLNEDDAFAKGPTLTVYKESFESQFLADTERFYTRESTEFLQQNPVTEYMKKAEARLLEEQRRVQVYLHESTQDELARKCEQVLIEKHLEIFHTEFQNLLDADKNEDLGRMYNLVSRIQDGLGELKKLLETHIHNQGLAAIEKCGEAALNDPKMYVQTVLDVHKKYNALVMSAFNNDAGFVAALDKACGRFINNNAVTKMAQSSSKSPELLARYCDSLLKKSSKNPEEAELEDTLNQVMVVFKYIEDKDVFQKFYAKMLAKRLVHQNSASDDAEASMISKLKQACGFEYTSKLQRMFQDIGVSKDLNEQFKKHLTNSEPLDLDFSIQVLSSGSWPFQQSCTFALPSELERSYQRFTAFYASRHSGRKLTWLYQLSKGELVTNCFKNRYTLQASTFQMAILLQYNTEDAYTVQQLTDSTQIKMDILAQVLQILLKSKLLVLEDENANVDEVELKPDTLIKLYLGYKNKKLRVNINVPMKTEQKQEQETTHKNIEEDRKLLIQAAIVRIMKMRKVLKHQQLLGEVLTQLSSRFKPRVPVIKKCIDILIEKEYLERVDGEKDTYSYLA
Numbers without * were called inactive.

SMILES | ROC1-CUL1 inh
COc1ccccc1C(=O)Nc1nnc(SCC2=Nc3ccc(Cl)cc3C(=O)C2)s1 | -12
O=C(O)c1cc(C(F)(F)F)nc2ccccc12 | 4
O=c1oc2c(c3c1CCCC3)c(=O)[nH]n2-c1ccccc1 | -11
Oc1ccc(O)c(-c2csc3nc4ccccc4n23)c1 | 3
Cc1ccc(F)cc1CNC1CCN(c2ccc(C(=O)NCCN3CCOCC3)cc2)CC1 | 0
O=S(=O)(NCc1cccs1)c1cccc(S(=O)(=O)c2ccc(Br)cc2)c1 | 2
Cc1nn(-c2ccccc2)c(Cl)c1C1c2c(n[nH]c2-c2ccc(C3CCCCC3)cc2)OC(=N)C1C#N (stereo unspecified) | -12
CCOc1ccc(OCc2nc(CN)cc(=O)[nH]2)cc1 | -6
Cc1ccc(C(C)C)c(OCC(=O)Nc2nc3c(s2)CCCC3)c1 | 0
CCOc1cc(C)c(Cl)cc1S(=O)(=O)N1CCC(C(N)=O)CC1 | -2

Looked up one by one from the entries so far:
SMILES | ROC1-CUL1 inh
CCOc1cc(C)c(Cl)cc1S(=O)(=O)N1CCC(C(N)=O)CC1 | -2
CCOc1ccc(OCc2nc(CN)cc(=O)[nH]2)cc1 | -6
Oc1ccc(O)c(-c2csc3nc4ccccc4n23)c1 | 3
Cc1nn(-c2ccccc2)c(Cl)c1C1c2c(n[nH]c2-c2ccc(C3CCCCC3)cc2)OC(=N)C1C#N (stereo unspecified) | -12

Next part
SMILES | ROC1-CUL1 inh
O=C(NCc1nc(-c2ccccc2)no1)C1CCC(=O)N(Cc2ccccn2)C1 (stereo unspecified) | 3
Cc1ccc(OCc2nnc(-c3ccc(Cl)cc3)o2)cc1 | -7
CCCCc1ccc(-c2cc(C(=O)N3CCC(C)CC3)c3cc(Br)ccc3n2)cc1 | -5
COc1cccc(-c2cccc(-c3ccn(Cc4ccncc4)n3)c2)n1 | 11
Fc1ccccc1-n1nnnc1SCc1ccccc1Cl | 0
COc1ccc(CNC(=O)c2ccc(CSc3nc4ccncc4n3Cc3ccccc3F)cc2)cc1 | 8
CCOC(=O)c1ccc(NC(=S)NC(=O)c2cccc(Cl)c2)cc1 | -3
Cc1nc(N(C)C2CCCCC2)ncc1C(C)NC(=O)c1ccoc1 (stereo unspecified) | 3
Cc1cccc(NC(=O)CN2C(=O)CCc3ccccc32)c1C | -3
O=C(Nc1cccc2ccccc12)c1onc2c1CCCC2 | 3
OC(Cc1ccccc1)c1ccc2c(c1)CN(Cc1cn[nH]c1-c1ccc(F)cc1)CCO2 (stereo unspecified) | -5
COc1ccc2nc3sc(C(=O)Nc4ccc(C(C)=O)cc4)c(N)c3cc2c1 | -1
COc1ccccc1NC(=O)c1cccc2ccccc12 | 0
COc1ccc(N2CCN(C(=O)c3cc4c(ccc5ccccc54)oc3=O)CC2)cc1 | 8
O=C(C1CCCCC1)N1CC(c2ccccc2)C(c2ccc(Cl)cc2)=N1 (stereo unspecified) | -3
O=C(N/N=C/c1cccc([N+](=O)[O-])c1)c1cccc(Cl)c1 | -7
Cc1cccc(-c2ccc(Oc3cc(C#N)c(C#N)cc3N3CCOCC3)c(C)c2)c1 | 2
Cc1ccc(-c2nnc(-c3occc3C)o2)cc1 | 4
CCS(=O)(=O)c1nc2ccccc2[nH]1 | 7
CSc1ccc(S(=O)(=O)N2CCC(C(=O)N3CCC(C)CC3)CC2)cc1 | 0
COc1cc2c(cc1OC)C(c1ccccc1)=NC(C)(C)C2 | 2
CCN1CCN(c2cc3c(cc2F)c(=O)c(S(=O)(=O)c2ccc(OC)cc2)cn3CC)CC1 | 3
CCOC(=O)c1cc(C(=O)Nc2ccc(CN3CCCCC3)cc2)n(C)n1 | -15
CN(C(=O)c1coc(COc2cccc(C(F)(F)F)c2)n1)C1CCOC1 (stereo unspecified) | -4
COC(=O)C1C/C(=N\NS(=O)(=O)c2ccc(C)cc2)c2ccccc2C1 (stereo unspecified) | 6
COc1ccc2c(CNCc3ccc(C)o3)c(C(=O)O)n(Cc3ccccc3C)c2c1 | 0
CCN(CCCNC(=O)Cn1ncc2c([nH]c3ccccc32)c1=O)c1cccc(C)c1 | 1
Cc1ccc(CNC(=O)C(=O)NCC(c2ccco2)S(=O)(=O)c2cccs2)cc1 (stereo unspecified) | 1
Cc1ccc(N2CC(C(=O)Oc3ccc4ccccc4c3)CC2=O)cc1 (stereo unspecified) | -4
CC(=O)Nc1ccc(NC(C)(C)C)cc1 | -9
COc1cccc(/C=C/c2nc(C#N)c(N3CCCCCC3)o2)c1 | -3
CC(=O)Nc1ccc2scnc2c1 | -1
O=S(=O)(c1ccccc1)N(CC(O)CN1CCOCC1)c1ccccc1 (stereo unspecified) | 3
CCN(CC)C(=O)Oc1ccc2c(=O)c(-c3ccccc3)c(C)oc2c1 | -13
CCC(C)NS(=O)(=O)c1cc(C)c(Cl)cc1Cl (stereo unspecified) | 7
Cc1coc(C)c1C(=O)Nc1cccc(Cl)c1 | 2
COc1ccccc1C(=O)Oc1ccc2c(c1)OCO2 | -3
Cc1cc(C(F)(F)F)nc2sc(C(=O)c3cccc(Cl)c3)c(N)c12 | -6
COc1ccccc1N=c1oc2ccc(Cl)cc2cc1C(N)=O | 5
O=C(N/N=C/c1cc(O)c(Br)cc1Br)C1=NNC(c2ccccc2)(c2ccccc2)C1 | -1

As entered above.
ROC1-CUL1 inh with `CCC(C)NS(=O)(=O)c1cc(C)c(Cl)cc1Cl` (stereo unspecified) : 7
ROC1-CUL1 inh with `COc1ccccc1N=c1oc2ccc(Cl)cc2cc1C(N)=O` : 5

Following part.
SMILES | ROC1-CUL1 inh
CCOc1ccc(CCNC(=O)c2ccc(-c3nc(CSc4ccc(C)cc4)c(C)o3)cc2)cc1 | -3
Cc1ccc(S(=O)(=O)c2cn(CC(=O)Nc3ccccc3)c3cc4c(cc3c2=O)OCO4)cc1 | 3
Cc1noc(C)c1CSc1nc2[nH]ncc2c(=O)n1-c1ccccc1 | 1
CCOc1ccccc1NC(=O)N1CCCn2nc(C)cc21 | -5
CN1C(=O)C(O)(CC(=O)c2ccc3ccccc3c2)c2ccccc21 (stereo unspecified) | -4
O=C1NC(=O)N(c2ccc(Cl)cc2)C(=O)/C1=C/c1ccc(-c2ccccc2C(=O)O)o1 | -7
O=C(COC(=O)c1ccc2c(c1)-c1ccccc1C2=O)c1ccccc1 | 0
COc1ccc(OC)c(C(=O)N(Cc2ccc(OCc3ccccn3)cc2)[C@H]2CCCCNC2=O)c1 | 9
CCOc1ccc(Cn2c(CNS(=O)(=O)c3ccc(CC)cc3)nc3cccnc32)cc1 | 1
Cc1oc(-c2cccc(NC(=O)CCc3cccnc3)c2)nc1CNC(=O)c1ccc2cc[nH]c2c1 | 16
CCc1oc(C(N)=O)cc1Cn1ccc(-c2cccc(-c3ccncc3)c2)n1 | 2
Cc1nc(SCCOc2ccccc2F)[nH]c(=O)c1Cc1ccccc1 | -1
CCCc1nc2scc(-c3ccccc3)c2c(=O)n1N | 16
CN(Cc1cnccn1)c1ccc(-c2nc(Cc3ccccc3)no2)cn1 | 5
CC1(C)Cc2ccccc2-c2nc(-c3ccccc3)n(N)c(=O)c21 | -2
CC(=O)c1ccc(NC(=O)C2CCN(c3nnc(C)c4c(C)n(-c5ccccc5)nc34)CC2)cc1 | -2
Cc1ccccc1-c1nnc(SCCC(=O)N2CCOCC2)o1 | -3
CCOCCCn1c(=N)c(C(=O)NCC2CCCO2)cc2c(=O)n3cccc(C)c3nc21 (stereo unspecified) | -1
CCc1ccc(CNC(=O)CN2C(=O)CCn3nc(-c4cn(C)c5ccccc45)cc32)cc1 | -8
CCC(C)NC(=O)CN1C(=O)c2cccnc2Oc2ccc(C)cc21 (stereo unspecified) | 10
Cc1ccc(-n2nc3ccc(NC(=O)c4ccc(F)cc4)cc3n2)cc1 | 11
COc1ccc(C)cc1N(C)C(=O)c1c(C)oc2ncnc(N3CCOCC3)c12 | -3
CCCN1CCC(NC(=O)C(C)Oc2ccc(Cl)cc2Cl)CC1 (stereo unspecified) | 8
Cc1nc(SCCN2CCOCC2)cc(-c2ccccc2)n1 | -3
CCc1cccc(C)c1NC(=O)C1CCN(C(=O)c2ccccc2F)CC1 | 4
NS(=O)(=O)c1ccc(NC(=S)NCCCN2CCOCC2)cc1 | 14
COc1ccc(-n2c(=O)c3ccccc3n(Cc3cccc(C)c3)c2=O)cc1 | 0
O=C(Nc1ccccc1COC(=O)c1cccs1)c1cccs1 | -5
CCN(CC1CCCO1)C(=O)CC1(c2cccc(C(F)(F)F)c2)CC(=O)N(C2CC2)C1=O (stereo unspecified) | -12
CCOC(=O)c1[nH]c2c(c1Cc1ccccc1C)C(=O)CC(c1ccccc1)C2 (stereo unspecified) | -7
CN(Cc1ccccc1)Cc1cc(C(=O)N(C)Cc2cc(C3CC3)n[nH]2)no1 | 2
CCc1csc(CNC(=O)c2ccc(NCc3cnc(C)cn3)nc2)n1 | -14
CC(C)C(=O)NC(NCc1ccco1)C(Cl)(Cl)Cl (stereo unspecified) | 3
Cc1ccc(SCc2cc3c(cc2Br)OCO3)cc1 | 2
COc1ccccc1NC(=O)Cn1c(C)cc(C)c(C#N)c1=O | -3
COc1ccc(OC)c(C2CC(=O)N=C(SC)C2C#N)c1 (stereo unspecified) | 10
Fc1ccccc1Cc1nn2c(Cc3ccccc3)nnc2s1 | 6
CCC(C)NC(=O)Cn1ccc2cc(S(=O)(=O)N3CCCCCC3)ccc21 (stereo unspecified) | -7
O=C(O)c1ccc2c3c(cccc13)C(=O)N(c1ccc(O)cc1)C2=O | -5
CCOc1ccc(/C=C2\C(=O)Nc3c(Br)cc(Br)cc32)cc1 | 8

Arranged by molecular weight (smallest number first): 3 of the compounds above
SMILES | ROC1-CUL1 inh
COc1ccccc1NC(=O)Cn1c(C)cc(C)c(C#N)c1=O | -3
CC(C)C(=O)NC(NCc1ccco1)C(Cl)(Cl)Cl (stereo unspecified) | 3
CCc1csc(CNC(=O)c2ccc(NCc3cnc(C)cn3)nc2)n1 | -14

Going on with the list.
SMILES | ROC1-CUL1 inh
CCOC(=O)C1=NON(c2ccccc2)C1O (stereo unspecified) | 1
COc1ccc(C2N(C)c3ccccc3N2C)cc1OC | 4
CCOc1ccc(CNC(=O)c2ccc(NC(=O)c3nsc4ccccc34)cc2)cc1 | 10
COc1ccc(S(=O)(=O)NC(C)C)cc1-n1cnnn1 | -12
O=C(Cn1ccsc1=NC(=O)C(F)(F)F)c1ccccc1 | 5
CC(C)NCC(O)COc1cc2ccccc2cc1OCC(O)CNC(C)C (stereo unspecified) | 0
Cc1cc(=O)oc2cc(OCC(=O)Nc3sc4c(c3C#N)CCC4)ccc12 | -4
Cc1ccc(S(=O)(=O)CC(=O)Nc2nc3c(C)cc(C)cc3s2)cc1 | 7
COCc1oc2ccc(NS(=O)(=O)c3ccc(C)cc3)cc2c1C(=O)OC | 4
O=C1COC(=S)N1c1ccccc1 | 6
O=C(CCn1c(=O)c2cccn2c2cccnc21)N1CCN(c2ccc(F)cc2)CC1 | 3
Cc1ccc(Nc2sc(C(=O)c3ccc(F)cc3)c(N)c2S(=O)(=O)c2ccc(C)cc2)cc1 | -16
CC(=O)N1CCc2cc(S(=O)(=O)NC(Cc3ccccc3)C(=O)NCc3ccccc3Cl)ccc21 (stereo unspecified) | 0
Cc1ccc(OCC(=O)Nc2ccccc2C)cc1 | -3
COC(=O)c1c(OCc2ccsc2)cc(=O)n2c1CCN(C(=O)C1Cc3ccccc3O1)CC2 (stereo unspecified) | -1
Cc1cccc(NC(=O)c2cc(S(=O)(=O)N3CCCCCC3)cn2C)c1C | 6
O=C(N1CCCCC1)n1nnc2ccccc21 | 3
CC(=O)Nc1cc(I)cc(OCC(F)(F)F)c1 | -3
Cc1ccc(N=c2ssc3c2-c2ccccc2NC3(C)C)cc1C | 3
COc1ccc(NC(=O)Cn2c(=O)n(-c3cccc(C)c3)c(=O)c3c2c2cc(C)ccc2n3C)cc1Cl | 3
COCc1noc(-c2ccc(NC(C)Cc3cccs3)nc2)n1 (stereo unspecified) | -5
Cc1cc(NC(=O)COc2ccc(Cl)cc2)no1 | 0
CC(=O)N1CCC(C(=O)Nc2ccc(S(=O)(=O)N3CCOCC3)cc2)CC1 | 2
COc1cc2c(cc1OC)C(CCNC13CC4CC(CC(C4)C1)C3)=NC(C)(C)C2 | 1
O=C(NCC1CCC2(CCN(Cc3ccccc3)CC2)O1)/C(F)=C/c1ccccc1 (stereo unspecified) | -3
O=[N+]([O-])c1ccc(CSc2nnc(Cc3nnc(SCc4ccc([N+](=O)[O-])cc4)n3-c3ccccc3)n2-c2ccccc2)cc1 | -2
CC(C)(C)C1CCN(C(=O)c2ccccc2)CC1 | -2
O=C(O)c1ccc(CNC2CCCCC2)cc1 | -12
OC1(c2ccccc2)CC2C=C(c3ccccc3)CC(C2)C1 (stereo unspecified) | 2
OC(CCCN1CCC(O)(c2ccc(Cl)cc2)CC1)c1ccc(F)cc1 (stereo unspecified) | 5
N=C1/C(=C/c2ccc(OC(=O)c3ccccc3F)cc2)C(=O)N=C2SC(C(F)(F)F)=NN12 | 6
CC(=C1C(=O)c2ccccc2C1=O)N1c2ccccc2N=C2CC(C)(C)CC(=O)C2C1c1ccccn1 (stereo unspecified) | 1
CCc1nc2nc3c(cn2n1)C(=O)CC(c1ccc(C)cc1)C3 (stereo unspecified) | -3
Cc1nc2cc(OCc3cc(C(=O)N4CCCN(C=O)CC4)no3)ccc2s1 | 2
COc1ccc(CNC(=O)C(C)Sc2nc(-c3ccccc3)cc(C(F)(F)F)n2)cc1 (stereo unspecified) | 6
CCOc1cc2sc(N3CCC(C(=O)Nc4ccccc4C(=O)OC)CC3)nc2cc1Br | -11
CCOC(=O)c1c(NC(=O)c2ccc(Br)o2)sc2c1CC(C)(C)OC2 | -3
Cc1cc(C)c(C)c(OCCCSc2ncccn2)c1 | -3

Three compounds from above, ordered by their value in ROC1-CUL1 inh, highest first.
SMILES | ROC1-CUL1 inh
N=C1/C(=C/c2ccc(OC(=O)c3ccccc3F)cc2)C(=O)N=C2SC(C(F)(F)F)=NN12 | 6
CC(=C1C(=O)c2ccccc2C1=O)N1c2ccccc2N=C2CC(C)(C)CC(=O)C2C1c1ccccn1 (stereo unspecified) | 1
Cc1cc(C)c(C)c(OCCCSc2ncccn2)c1 | -3

These rows are one share of the data (hit frequency here may not be typical).
